# From PubChem BioAssay
# SV40 large T antigen = TAg ATPase/helicase activity blockers – biochemical (AID 1903). SV40 large T antigen ATPase/helicase inhibition assay; higher % means a stronger effect. hit rate 0.39% among 310,000. inhibition, % at 20 µM, or IC50 in µM where a hit was titrated; in the data active = a potency from the dose series; inconclusive = inhibition mostly from about 32% at the one dose, without a potency; inactive = the rest, 99 in 100 with inhibition below about 32%; note: strong numbers were not always called active
# RSV CPE inhibition = RSV antiviral activity via CPE protection, HEp-2 cells, primary 10 µM value included (AID 2391); HEp-2 cells, RSV-induced CPE inhibition; higher % means a stronger effect; one-dose CPE inhibition, % at 10 µM; IC50 in µM for titrated hits; hit rate 0.13% among 310,000; in the data active = a potency from the dose series; inconclusive = CPE inhibition mostly from about 23% at the one dose, without a potency; inactive = the rest, 99 in 100 with CPE inhibition below about 21%; note: strong numbers were not always called active
# PhoP inhibition = PhoP-dependent GFP reporter repression – Salmonella Typhimurium, primary screen (AID 1863); hit rate 0.16% among 300,000; inhibition, % at 50 µM, or IC50 in µM where a hit was titrated; S. Typhimurium PhoP-regulated promoter GFP reporter, 4 h; higher % means a stronger effect;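 active = inhibition over 29.93%, a cutoff 3 SD above the screen mean, later confirmed by dose response; inconclusive = inhibition over 29.93% but no dose response follow-up; inactive = inhibition at most 29.93% or unconfirmed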;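 note: 0% = low Mg2+ inducing control and 100% = high Mg2+ repressing control; strong numbers were not always called active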
# HIV peptide binding = cell-free HIV fusion peptide-binding blockers – biochemical, uHTS, fluorescence dequenching, primary screen (AID 1986); cell-free peptide binding, fluorescence dequenching, 30 min; higher % means a stronger effect; one-dose inhibition, % at 20 µM; IC50 in µM for titrated hits; hit rate 0.3% among 290,000; in the data active = inhibition mostly above about 52%, no sharp cut-off; inactive = mostly below about 76%; note: some results filed as inactive read as strong as hits
# GPR55 antagonists = GPR55 antagonists blocking LPI-driven arrestin recruitment, primary screen, imaging, U2OS, beta-arrestin-GFP, LPI agonist (AID 2013); U2OS GPR55 beta-arrestin-GFP translocation imaging, LPI antagonism; higher % means a stronger effect; inhibition, % at 10 µM; hits with a dose series show IC50 in µM; hit rate 0.13% among 290,000;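 active = spots per cell inhibited over 60%, with over 100 cells counted and total cytoplasm intensity under 500,000; inconclusive = wells with under 100 cells, flagged as likely toxic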;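 note: U2OS cells stably carrying GPR55 and arrestin-GFP stimulated by 5 µM LPI near EC80; imaged beta-arrestin-GFP aggregate spots per cell after agonist stimulation; plate controls were LPI-stimulated DMSO wells for no effect and DMSO wells without LPI for full effect; some results filed as inactive read as strong as hits; confirmed hits need IC50 under 10 µM and bright autofluorescent wells are also inconclusive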
# K1F lysis inhibition = inhibition of K1F phage lysis, E. coli UTI89, bacterial capsule biogenesis inhibitors, alamar blue (AID 488966) | E. coli UTI89 K1F phage lysis, alamar blue, 2 h; higher % means a stronger effect | one-dose inhibition, % at 100 µM; IC50 in µM for titrated hits | hit rate 0.02% among 340,000;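 active = phage lysis inhibition, versus mean bacterial control, above a set limit; inconclusive = no clear call, values can overlap the other calls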;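 note: capsule biogenesis inhibitors block K1F phage lysis so surviving cells raise fluorescence; higher fluorescence means more inhibition of phage lysis; actives were called in the ten point dose series up to 300 µM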
# NS5 inhibitors = Dengue-2 NS5 methyltransferase inhibitors, primary screen, biochemical, confirmation dose response (AID 588689). Dengue-2 NS5 methyltransferase capping enzyme assay, biochemical; higher % means a stronger effect. inhibition, % at 25 µM; hits with a dose series show IC50 in µM. hit rate 0.3% among 340,000; in the data active = a potency from the dose series; inconclusive = inhibition above about 29% without an active follow-up result
# Rac1 GTP hydrolysis = MgcRacGAP GTPase-activating activity inhibitors, confirmation, biochemical, ADP Hunter fluorescence; MgcRacGAP-stimulated Rac1 GTP hydrolysis, ADP Hunter fluorescence; higher % means a stronger effect; GST-tagged Rac1 F28L mutant substrate; inhibition, % at 30 µM, or IC50 in µM where a hit was titrated; hit rate 0.6% among 340,000;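 active = first-screen hits whose inhibition reached a set limit at any dose in the follow-up dose series; inconclusive = inhibition above the set first-screen limit but never retested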;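 note: fluorescence reports GDP produced by GAP-driven GTP hydrolysis; strong numbers were not always called active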
# GPR35 arrestin U2OS = inhibition of zaprinast-stimulated GPR35 beta-arrestin translocation – imaging, U2OS, beta-arrestin-GFP, zaprinast agonist, primary screen (AID 2058); one-dose inhibition, % at 10 µM; IC50 in µM for titrated hits; hit rate 0.052% among 290,000; U2OS GPR35 beta-arrestin-GFP translocation imaging, zaprinast antagonism; higher % means a stronger effect;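 active = inhibition of at least 50% with at least 30 cells and total cytoplasm GFP at most 10,000,000; inconclusive = under 30 cells or total GFP of 10,000,000 plus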
# NS5 inhibitors pilot replicate = also measured in NS5 inhibitors; calls as there; inhibition, %; measured here: pilot screen replicate inhibition
# Active calls of the source: *; i = inactive; ? = inconclusive; nt = not tested or not shown; [ ] = dose if it differs, or a comment.
SMILES,SV40 large T antigen,RSV CPE inhibition,PhoP inhibition,HIV peptide binding,GPR55 antagonists,K1F lysis inhibition,NS5 inhibitors,Rac1 GTP hydrolysis,GPR35 arrestin U2OS,others
CN1CCN(c2ccc(S(=O)(=O)N3CCOCC3)cc2NC(=O)CC(C)(C)C)CC1,nt,0.1%,nt,nt,nt,0.5%[50 µM],2%,0%,nt,
O=S(=O)(NCc1ccc2c(c1)OCO2)c1cccc(S(=O)(=O)N2CCOCC2)c1,-4%,-0.4%,2%,167%,6%,5.3%,-1%,1%,-4%,
Cc1ccc(NC(=S)NC(NC(=O)c2ccco2)C(Cl)(Cl)Cl)cc1 (centres undefined),5%,3.1%,34%,1.9%,-13%,-2.2%,-8%,4%,1%,
CC(C)(CNC(=O)c1cccs1)N1CCOCC1,nt,2.9%,nt,nt,nt,0.2%[50 µM],0%,0%,nt,
CCn1c(SCc2nc3ccccc3[nH]2)nnc1-c1cccnc1,22%,1.9%,12%,-0.1%,-5%,4.2%,-5%,1%,2%,
CCCc1cc(=O)oc2c(C)c(OCC(=O)NC3CC(C)(C)NC(C)(C)C3)ccc12,7%,-0.7%,-5%,2.6%,5%,0.3%,-8%,2%,0%,
Cc1ccc(C)c(N2CCN(C(=O)CCS(=O)(=O)c3ccc4c(c3)NC(=O)C(C)S4)CC2)c1 (centres undefined),-8%,-1.1%,1%,-0.8%,-9%,2.1%,-1%,9%,7%,
CCOC(=O)c1ccc(NC(=O)c2ccc(NS(C)(=O)=O)cc2)cc1,-5%,4.0%,-1%,-1.4%,10%,3.3%,-5%,3%,-16%,
O=C(CNS(=O)(=O)c1cccc2nsnc12)NCc1ccc(Cl)cc1,2%,1.3%,26%,-0.7%,-6%,0.2%,-11%,6%,-8%,
CCN(CC)CCC(c1cc(OC)c(OC)c(OC)c1)c1c(OC)cc(OC)c2c(-c3ccccc3)cc(=O)oc12 (centres undefined),10%,-2.9%,0%,1.1%,15%,3.4%,0%,4%,11%,
CCN(Cc1ccccc1)C(=O)CSc1nc(C)cc(C)c1C#N,4%,4.6%,2%,-1.4%,8%,-0.2%,-5%,3%,-12%,
COc1ccc(C2=NOC(C(=O)N3CCN(c4ccccc4OC)CC3)C2)cc1 (centres undefined),5%,3.1%,-3%,-1.5%,9%,-0.9%,-3%,5%,0%,
Cc1cc(NC(=O)CCC(=O)N(Cc2ccco2)C2(C(=O)NC3CCCCC3)CCCC(C)C2)no1 (centres undefined),8%,1.3%,0%,0.0%,6%,0.0%,-3%,5%,3%,
Cc1cc(C(=O)NCc2ccc(S(N)(=O)=O)cc2)c(C)o1,11%,2.5%,3%,2.3%,4%,-0.5%,-9%,8%,-2%,
O=C(c1ccco1)N1CCN(Cc2nnc(-c3cccc(Br)c3)o2)CC1,-4%,0.1%,5%,0.2%,-10%,0.0%,0%,-3%,-1%,
COC(=O)c1cc(OC)c(OC)cc1NC(=O)c1ccoc1C,4%,nt,-8%,0.8%,-1%,nt,nt,nt,4%,
CC(NC(=O)Nc1ncccn1)(C(F)(F)F)C(F)(F)F,4%,0.4%,-1%,-2.6%,7%,-1.1%,2%,5%,25%,
O=c1[nH]nc(SCCS(=O)(=O)c2ccc(F)cc2)n1-c1ccccc1C(F)(F)F,9%,nt,1%,-0.7%,-6%,-0.6%,-8%,1%,13%,
COc1ccc(C(=O)N/C(=C\c2cn(C)c3ccccc23)C(=O)OCCN(C)C)cc1,13%,nt,-11%,-1.5%,11%,0.8%,-2%,6%,-7%,
COC(=O)c1cccc(CSc2nc(-c3ccccc3)c(C#N)c(=O)[nH]2)c1,11%,-0.2%,4%,23%,8%,-0.1%,11%,8%,0%,
COC(=O)c1cc(Cl)c(NC(=O)/C=C/c2ccc(OC)c(OC)c2)cc1OC,-3%,2.1%,-12%,-3.6%,2%,-1.5%,-3%,6%,-15%,
C#CCCOC(=O)N1C2=NC(C(=O)OC)=C(C(=O)OC)[C@@H]3Nc4ccccc4[C@]23C[C@H]1C(=O)OC,1%,1.8%,nt,nt,nt,-0.2%,-8%,2%,nt,
Cc1cccc(NC(=S)N2CCN(c3ccccc3)CC2)c1,8%,1.6%,5%,-0.2%,9%,nt,nt,nt,12%,
Cc1c(O)ccc2c(CN3CCN(CCO)CC3)cc(=O)oc12,26%,0.0%,-9%,0.5%,-2%,2.1%[50 µM],-2%,14%,-4%,
CCOc1cccc(C(=O)NC2CCCCC2)c1,8%,3.8%,-9%,-1.9%,-3%,0.6%,-1%,10%,-7%,
CCOc1cc(N2CCOCC2)c(OCC)cc1NC(=O)CCS(=O)(=O)c1ccc(Cl)cc1,7%,1.9%,1%,-2.6%,-2%,0.6%,13%,2%,-11%,
O=C(CSc1nnc2scc(-c3ccc(Cl)cc3)n12)NCc1ccco1,-1%,0.2%,-5%,-1.0%,0%,-1.3%,-3%,9%,-6%,
COCCNC(=O)C(c1ccncc1)N(Cc1ccccc1)C(=O)Cn1nnc2ccccc21 (centres undefined),6%,1.6%,-6%,-1.6%,6%,0.5%,-6%,10%,3%,
CCOC(=O)c1nc(C)nc(Sc2n[nH]c(-c3ccccc3)n2)c1C,18%,-1.5%,-11%,0.9%,-1%,0.7%,-6%,10%,-18%,
COC(=O)c1cc(/C=C/c2ccccc2)on1,8%,2.3%,1%,2.4%,nt,0.9%,3%,4%,-5%,
COc1ccc(Cl)cc1C(=O)NCc1cnn(C)c1C,23%,0.6%,2%,-0.5%,10%,0.3%,-5%,2%,9%,
COc1ccc(CNC(=O)C2CC(C)=C(C)CC2C(=O)O)cc1 (centres undefined),4%,0.4%,-5%,-0.1%,0%,1.5%,-13%,6%,-7%,
O=C(c1ccccc1)N1CCC2(CC1)NCCc1[nH]cnc12,nt,-0.1%,5%,0.2%,5%,0.1%,-10%,5%,-14%,
CCC1(CC)C(=O)Nc2ccccc21,5%,nt,6%,nt,nt,-2.1%,-8%,-15%,nt,
Oc1ccc(N=Nc2ccc3ccccc3c2)cc1,1%,?,3%,-2.3%,-5%,0.5%,-1%,18%,6%,
CC(C)n1c(SCC(=O)Nc2ccccc2N2CCOCC2)nc2c1c(=O)n(C)c(=O)n2C,3%,8.3%,0%,-0.7%,-2%,7.5%,-5%,6%,-9%,
CCOc1ccc(N(CC(=O)NCCSCc2ccco2)S(=O)(=O)c2ccc(F)cc2)cc1,25%,1.8%,-7%,-0.9%,20%,-0.2%,-3%,12%,10%,
COc1ccc(C(C)=O)cc1COC(=O)Cc1n[nH]c(=O)c2ccccc12,10%,-0.4%,10%,2.3%,9%,-0.2%,-12%,3%,9%,
CCOC(=O)Cc1csc(NC(=O)c2ccc(S(=O)(=O)N3CCCC3)cc2)n1,13%,?,-5%,-0.7%,-4%,1.3%,-4%,9%,-8%,
Cc1cccc(NC(=S)NCCc2ccc(S(N)(=O)=O)cc2)c1C,17%,-0.6%,-10%,-0.9%,-1%,0.4%,-1%,5%,-13%,
Cc1ccc(C(C)C)c(OCC(=O)OCc2c(C)noc2C)c1,2%,4.1%,21%,3.1%,14%,i,-2%,5%,-20%,
Cc1ccc2c(c1)c1cccc3c1n2CCN3CCC(N)=O,8%,-2.9%,2%,2.5%,-2%,0.0%,4%,?,5%,
C=CCc1cc(C(=O)N2CCCCC2)ccc1O,7%,9.7%,-8%,2.5%,3%,0.2%,-3%,8%,2%,
CCCn1c(SCC(=O)NC(C)(C)C)nnc1C(C)C,4%,1.3%,8%,1.7%,1%,3.0%,0%,6%,8%,
CN(C)C1=NCCN1CCCC1CCCC1,18%,-1.4%,nt,nt,nt,1.0%,0%,4%,nt,
O=C(N/N=C/c1ccco1)c1ccc(C(=O)N/N=C/c2ccco2)o1,28%,3.8%,-4%,1.2%,16%,-0.1%,-4%,5%,-1%,
COC(=O)c1ccc(C2c3c(oc4ccc(Cl)cc4c3=O)C(=O)N2CCN2CCOCC2)cc1 (centres undefined),21%,0.5%,nt,-2.2%,4%,5.2%,-15%,0%,-2%,
O=C(CC(C(=O)O)c1ccc(Cl)cc1)c1ccc(Cl)c(Cl)c1 (centres undefined),-1%,3.1%,18%,9.7%,3%,0.4%,5%,6%,8%,
COc1cc(CN2CCC(C(=O)N3CCC(C)CC3)CC2)cc(Br)c1O,10%,-1.7%,2%,5.0%,1%,0.0%,2%,?,2%,
CCCCn1c(SCC(=O)NCc2ccco2)nc2ccc(N3CCOCC3)cc2c1=O,15%,6.3%,1%,9.8%,-4%,-0.4%,21%,8%,4%,NS5 inhibitors pilot replicate=-0.9

# Next part
SMILES,SV40 large T antigen,RSV CPE inhibition,PhoP inhibition,HIV peptide binding,GPR55 antagonists,K1F lysis inhibition,NS5 inhibitors,Rac1 GTP hydrolysis,GPR35 arrestin U2OS,others
CC(C(=O)Nc1ccc2c(c1)OCCO2)N(c1ccccc1)S(C)(=O)=O (centres undefined),nt,0.4%,-11%,2.0%,12%,1.1%,0%,-2%,-1%,
CCOC(=O)c1c(NC(=O)COC(=O)c2nc(Cl)ccc2Cl)sc(C(=O)N(C)C)c1C,4%,-1.1%,9%,nt,nt,2.5%,-1%,2%,nt,
CC(C)CN1CCC(=O)N(CCSc2ccccc2)CC1,11%,-1.3%,-5%,0.0%,-5%,-0.4%,-2%,3%,4%,
COc1ccc(OC)c(/C=N/NC(=O)C(=O)N/N=C/c2cc(OC)ccc2OC)c1,-5%,1.3%,-9%,nt,nt,-0.1%,-6%,2%,nt,
COc1cc(/C=C(\C#N)C(=O)NC2CCCCC2)ccc1OCc1ccc(C(=O)O)cc1,14%,3.1%,-5%,21%,-2%,0.4%,-1%,13%,-12%,
CCCC1=NN(c2ccc([N+](=O)[O-])cc2)C(=O)/C1=C/N(C)C,2%,3.4%,17%,13%,-2%,4.1%,-1%,11%,-6%,
O=C(COC(=O)c1n[nH]c2ccccc12)NC(=O)NC1CCCC1,11%,-0.5%,5%,2.6%,5%,-0.3%,-9%,16%,-1%,
C=CCNC(=O)CNS(=O)(=O)c1ccc(F)cc1,13%,1.8%,7%,-2.2%,18%,5.9%,-3%,9%,9%,
Cn1c(Cc2ccccc2)nnc1SCC(=O)Nc1cccc(S(=O)(=O)NC2=NCCCCC2)c1,1%,0.0%,4%,0.1%,5%,0.4%,-4%,8%,-6%,
